Bioassay records deposited in PubChem BioAssay by several laboratories.
BH1578 lux ind: quorum light induction in luxS cqsA deficient V. cholerae. V. cholerae BH1578 lux reporter, luminescence, 6 h. actives 0.16% (n = 350,000). activation, % at 18.7 µM. AID 588436; in the data active = activation mostly above about 9.7%, no sharp cut-off; note: not every result past the cut was called active; inactives centre near 0; reference of the scale not given here
GDH-TPI inh: counter-screen for M. tuberculosis FBA inhibitors: GDH-TPI coupled enzymes; GDH-TPI coupled enzyme counterscreen, NADH absorbance; inhibition, % at 4.8 µM; actives 1.2% (n = 360,000); AID 588335; in the data active = inhibition above about 30%;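 note: 0% = DMSO wells and 100% = wells lacking the enzyme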
BioA inh: blocks M. tuberculosis BioA enzyme activity. purified M. tuberculosis BioA enzyme, plate reader. inhibition, % at 9.99 µM. AID 602481. actives 0.096% (n = 360,000); in the data active = inhibition above about 40%
Mtb UGM inh: inhibitors of M. tuberculosis UDP-galactopyranose mutase | P9WIQ1 | purified UGM, fluorescence polarization probe displacement | inhibition, % at 10 µM | actives 0.06% (n = 320,000) | AID 504406; in the data active = inhibition above about 10%, passing the limit was not always enough
VHR inh abs: DUSP3 (human) phosphatase inhibition; inhibition, % at 13.3 µM; recombinant VHR phosphatase, pNPP absorbance; P51452; AID 1654; actives 0.52% (n = 290,000); in the data active = inhibition above about 50%; note: some compounds called inactive have numbers as strong as hits
Target sequence (P51452 whole entry, looked up): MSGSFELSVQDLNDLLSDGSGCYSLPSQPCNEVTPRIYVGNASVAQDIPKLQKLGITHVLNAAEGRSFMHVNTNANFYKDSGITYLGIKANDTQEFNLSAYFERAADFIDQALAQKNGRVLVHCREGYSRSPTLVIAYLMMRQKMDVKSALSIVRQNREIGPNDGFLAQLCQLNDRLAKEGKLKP
Rv3671c protease: inhibits the M. tuberculosis serine protease Rv3671c | actives 0.048% (n = 320,000) | inhibition, % at 5.96 µM; in the data active = inhibition above about 38%;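 note: extracellular domain of Rv3671c used as enzyme; 0% = enzyme with DMSO and 100% = no enzyme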
Target sequence (P9WHR9 whole entry, looked up, the tested form may be a part): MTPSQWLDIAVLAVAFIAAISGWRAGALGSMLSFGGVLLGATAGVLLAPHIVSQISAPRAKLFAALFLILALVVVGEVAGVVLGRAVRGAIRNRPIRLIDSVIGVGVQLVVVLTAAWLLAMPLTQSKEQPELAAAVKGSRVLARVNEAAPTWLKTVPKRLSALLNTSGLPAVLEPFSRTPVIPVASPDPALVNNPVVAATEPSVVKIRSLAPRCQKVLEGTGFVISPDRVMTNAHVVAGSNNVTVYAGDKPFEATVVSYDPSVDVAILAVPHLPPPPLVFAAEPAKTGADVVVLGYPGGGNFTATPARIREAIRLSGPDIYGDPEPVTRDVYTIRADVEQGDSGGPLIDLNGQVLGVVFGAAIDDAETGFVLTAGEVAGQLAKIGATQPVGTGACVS
MazF activator: increases E. coli MazEF RNase cleavage of RNA; P0AE70; FAM/BHQ RNA-DNA oligo cleavage fluorescence, 5 h; activation, % at 20 µM; actives 0.32% (n = 350,000); AID 504720; in the data active = activation above about 50%
Target sequence (P0AE70 whole entry, looked up): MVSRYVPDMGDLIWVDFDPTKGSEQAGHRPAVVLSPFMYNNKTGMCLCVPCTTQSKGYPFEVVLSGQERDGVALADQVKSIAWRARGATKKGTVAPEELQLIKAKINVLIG
Mtb FBA inh: inhibits M. tuberculosis FBA enzyme; actives 2.3% (n = 360,000); AID 588726; inhibition, % at 1 µM; purified M. tuberculosis FBA, fluorescence read-out; P9WQA3; in the data active = inhibition above about 27%;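 note: 0% = vehicle and 100% = reference inhibitor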
Target sequence (P9WQA3 whole entry, looked up): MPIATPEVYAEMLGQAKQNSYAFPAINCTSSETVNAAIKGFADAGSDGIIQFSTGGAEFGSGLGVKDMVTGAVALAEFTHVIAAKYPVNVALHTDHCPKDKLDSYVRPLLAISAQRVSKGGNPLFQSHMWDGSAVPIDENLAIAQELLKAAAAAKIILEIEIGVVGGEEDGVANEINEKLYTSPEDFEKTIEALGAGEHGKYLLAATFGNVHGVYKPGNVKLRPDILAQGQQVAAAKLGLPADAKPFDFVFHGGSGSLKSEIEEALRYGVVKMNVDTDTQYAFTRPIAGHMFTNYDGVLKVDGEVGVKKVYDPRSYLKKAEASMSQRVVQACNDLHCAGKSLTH
SARS 3CLpro inh: SARS-CoV 3CLpro protease inhibition; AID 1706; recombinant SARS-CoV 3CLpro, quenched FRET peptide cleavage; inhibition, % at 6 µM; P0C6X7; actives 0.14% (n = 290,000); in the data active = inhibition above about 12%
PriA SSB inh: blocks PriA binding to SSB C-terminal tail; AlphaScreen SSBct-PriA binding, biotinylated peptide; inhibition, % at 33 µM; actives 0.6% (n = 430,000); AID 1272365; in the data active = inhibition mostly above about 37%, no sharp cut-off; inactive = mostly below about 20%;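 note: plate controls were negative control peptide for no effect and reference peptide for full effect; strong numbers were not always called active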
* marks the source's active call; other numbers are inactive results; i = inactive; / = not tested or not shown; & = joins results of further samples. Not all compounds are listed; the hit share may differ from the screen's.

SMILES,BH1578 lux ind,GDH-TPI inh,BioA inh,Mtb UGM inh,VHR inh abs,Rv3671c protease,MazF activator,Mtb FBA inh,SARS 3CLpro inh,PriA SSB inh
COc1ccc(NC(=O)c2cn3c(nc4ccccc43)c(C#N)c2C)cc1,i,2.5,-3.4,-1.1,7.4,7.4,26.0,2.1,-0.7,10.2
C/C(=C(\C#N)C(=O)NCCCN1CCOCC1)N(C)C,-0.2,7.8,-1.1,-1.8,9.6,0.6,1.0,-1.9,-1.0,-8.5
O=C(Cc1c(F)cccc1Cl)NNC(=O)Nc1ccc2c(c1)OCO2,i,5.6,-2.5,-1.6,10.5,1.2,2.5,5.6,-2.4,-4.8
CCOC(=O)Cn1cnc2scc(-c3ccccc3)c2c1=O,-0.3,5.1,-1.6,2.4,20.4,1.4,-4.2,-1.1,0.6,-8.0
CCn1ncc(S(=O)(=O)N2CCN(c3cccc(OC)c3)CC2)c1C,-5.0,-0.3,-0.3,-2.9,-3.8,4.2,3.2,-2.2,-0.9,-0.6
COCCSc1nnc(NC(=O)C(C)(C)C)s1,-1.3,0.8,-1.0,0.3,9.7,-8.8,7.2,2.4,-1.9,5.2
N#CCCN(C(=O)COC(=O)CCC(=O)c1ccc(F)cc1)c1ccccc1,i,-8.4,1.2,2.7,/,8.5,1.8,-0.5,/,1.9
Cc1ccc(-c2nnn(CC(=O)N(CC(=O)NC3CCCC3)c3cnc4ccccc4c3)n2)o1,0.8,-2.1,0.7,0.5,2.9,3.8,-4.7,4.8,2.5,-5.9
CC(C)(C)OC(=O)C[C@@H]1C/C=C\C[C@@H](CC(=O)N[C@@H](CO)Cc2ccccc2)C(=O)NCCOC1=O,i,-0.9,-1.0,-0.2,/,-1.4,0.9,0.2,/,-7.5
Cn1c2ccccc2c2nnc(SCC(=O)NC3CC3)nc21,-0.2,4.4,/,-0.7,33.1,2.6,8.8,-0.8,2.2,-8.7
Cc1cc(Br)ccc1S(=O)(=O)NCc1ccccc1,i,-3.5,-1.7,-2.3,-7.4,-12.0,0.4,2.8,1.6,-30.9
COc1cc(NC(=S)NC(=O)c2ccc(C)cc2C)ccc1NC(=O)c1cccs1,2.1,-3.9,-0.8,0.6,-10.9,-8.8,-17.1,-0.5,-0.8,-9.6
CCN1CCN(C(c2cccs2)C(C)NC(=O)c2cccnc2)CC1 (configuration not stated),-0.3,10.8,0.2,-0.8,23.7,-2.5,-4.1,3.2,2.4,-5.6
CC(C)CC(OC(=O)c1nsc(Cl)c1Cl)C(=O)NC1CCCC1 (configuration not stated),-0.4,-3.1,-2.3,1.6,15.3,-0.8,3.3,-0.9,-0.2,-1.6
Cn1c(=O)c2c(nc(CN3CCOCC3)n2CCc2ccccc2)n(C)c1=O,3.2,3.8,-2.7,3.4,14.7,-16.2,7.5,-7.1,1.0,-8.5
O=S(=O)(c1cccc(Cn2nnc(-c3ccc(F)cc3)n2)c1)N1CCOCC1,-12.5,-8.8,0.0,-1.1,-9.4,-0.4,-0.7,0.0,1.6,-27.7
CCc1cc(=O)oc2c(C)c(OC(C)C(=O)NCCCN3CCOCC3)ccc12 (configuration not stated),i,11.8,0.4,0.8,47.7,-1.9,-16.6,10.7,1.1,1.6
CCOc1cc(/C=C/c2nc3ccccc3s2)ccc1OCC(=O)N1CCOCC1,-0.2,19.2,1.8,-3.9,11.3,-2.8,-9.9,4.7,4.7,-19.0
CC(NC(=O)CCCn1cc([N+](=O)[O-])cn1)c1ccccc1 (configuration not stated),-0.3,19.5,0.0,2.5,-3.1,-2.9,-14.1,-0.6,0.1,-0.4
COc1ccc(CNc2ccc(-c3ccccc3OC)nn2)cc1,i,10.1,-0.9,-2.3,-0.1,7.2,2.5,-0.8,2.2,-3.7
COc1ccc(C2=NN(C(=O)c3ccco3)C(c3ccco3)C2)cc1OC (configuration not stated),-0.2,17.9,2.3,1.6,1.9,6.0,3.2,-0.1,-4.8,10.3
Cc1cc2nc3n(c2cc1C)CC1CC(C(=O)NCc2ccccc2)N(C)C31 (configuration not stated),i,-13.8,-0.6,2.9,/,2.5,-1.7,1.6,/,6.0
O=C(O)C1CCCCC1C(=O)Nc1ccc(S(=O)(=O)N2CCCC2)cc1 (configuration not stated),-0.1,-0.8,-1.0,0.3,13.0,10.7,-2.9,-0.8,1.7,-14.6
CCS(=O)(=O)CCSC1OC(COC(C)=O)C(OC(C)=O)C(OC(C)=O)C1OC(C)=O (configuration not stated),-1.1,-4.0,/,0.8,40.0,6.2,-3.7,1.2,0.0,0.0
CCOC(=O)C1(C)NC(c2ccc(OC)c(OC)c2)C2C(=O)N(CC)C(=O)C21 (configuration not stated),-0.3,-1.8,-3.9,2.6,-1.5,-8.9,7.4,3.6,-0.1,-1.2

Four compounds drawn at random from those above, as already listed:
SMILES,BH1578 lux ind,GDH-TPI inh,BioA inh,Mtb UGM inh,VHR inh abs,Rv3671c protease,MazF activator,Mtb FBA inh,SARS 3CLpro inh,PriA SSB inh
CCc1cc(=O)oc2c(C)c(OC(C)C(=O)NCCCN3CCOCC3)ccc12 (configuration not stated),i,11.8,0.4,0.8,47.7,-1.9,-16.6,10.7,1.1,1.6
CC(NC(=O)CCCn1cc([N+](=O)[O-])cn1)c1ccccc1 (configuration not stated),-0.3,19.5,0.0,2.5,-3.1,-2.9,-14.1,-0.6,0.1,-0.4
Cc1ccc(-c2nnn(CC(=O)N(CC(=O)NC3CCCC3)c3cnc4ccccc4c3)n2)o1,0.8,-2.1,0.7,0.5,2.9,3.8,-4.7,4.8,2.5,-5.9
CCOC(=O)C1(C)NC(c2ccc(OC)c(OC)c2)C2C(=O)N(CC)C(=O)C21 (configuration not stated),-0.3,-1.8,-3.9,2.6,-1.5,-8.9,7.4,3.6,-0.1,-1.2

Further records follow.
SMILES,BH1578 lux ind,GDH-TPI inh,BioA inh,Mtb UGM inh,VHR inh abs,Rv3671c protease,MazF activator,Mtb FBA inh,SARS 3CLpro inh,PriA SSB inh
Nc1c(Cl)ncnc1N/N=C/c1ccc(O)cc1,-2.4,42.2*,/,-0.7,-7.7,0.1,4.8,2.0,3.5,/
O=C(N[C@@H](Cc1ccccc1)C(=O)N1CCN(S(=O)(=O)c2ccccc2F)CC1)c1ccco1,-1.1,-0.9,1.3,0.3,/,-0.1,1.0,0.9,/,4.2
CC(C)c1ccc(NC(=O)Cn2cccc2C2=NC(c3ccccc3)CO2)cc1 (configuration not stated),-0.2,8.0,0.0,1.2,7.3,-1.0,-5.4,0.4,6.6,-16.4
CC1=C(C(=O)Nc2ccccc2)C(c2ccco2)n2ncnc2N1 (configuration not stated),-0.3,-1.7,-0.8,0.9,1.8,-1.4,16.4,-3.5,6.3,-9.5
CCCNC(=O)C1(C)CCN(Cc2cccc(OC(=O)c3ccccc3)c2)C1 (configuration not stated),-0.2,4.5,0.5,/,/,/,/,-2.0,/,/
CC1(c2ccc3c(c2)OCO3)NC(=O)N(CC(=O)Nc2ccccc2[N+](=O)[O-])C1=O (configuration not stated),i,18.0,-0.1,/,/,/,-0.4,-2.5,/,5.7
COC(=O)CSc1nc(-c2ccccc2)c2c(c1C#N)CCCC2,i,6.7,1.5,0.7,24.3,0.6,-8.0,-3.9,6.1,5.3
COc1ccc(N/C(C)=C/C(=S)Nc2ccccc2)cc1,i,-0.4,/,-2.7,-32.7,-0.3,2.9,0.3,5.2,42.8*
Cc1ccc(/C=C/C(=O)NCc2ccc(S(N)(=O)=O)cc2)o1,-0.3,-4.5,/,/,6.9,/,24.1,1.1,1.2,-7.8
Cc1csc(SCC(=O)Nc2cc(C(N)=O)cc(C(N)=O)c2)n1,-0.8,10.8,3.2,-0.7,/,2.0,-4.4,0.6,/,-1.8
COc1cc2c(cc1OC)[C@@H](NC(=O)CCC1CCCCC1)[C@H](O)C2,i,5.5,0.0,/,/,/,0.8,-0.3,/,-2.6
CCCCCN(C(=O)COC(=O)c1ccc(Br)o1)c1c(N)n(CCCC)c(=O)[nH]c1=O,-3.6,8.6,-1.3,0.7,-18.3,2.7,-9.9,-0.2,-7.9,2.0
Cc1ccc2nc(N3CC(=O)Nc4ccccc43)nc(-c3ccccc3)c2c1,-3.1,7.9,/,-2.1,17.7,-12.7,-19.9,-0.4,-2.3,2.1&-2.0
COC(=O)C1=C(c2ccc3ccccc3c2)C[C@@H]2CC[C@H]1N2C(=O)N1CCCCC1,i,4.9,0.3,-0.3,/,-3.6,1.5,-0.5,/,5.0
CCN(C(=O)COC(=O)c1ccc(OC)c(S(=O)(=O)N(C)Cc2ccccc2)c1)C1CCS(=O)(=O)C1 (configuration not stated),0.9,1.1,1.2,-1.8,/,8.0,-1.3,3.7,/,/
CCCn1c(SCC(=O)Nc2ccc(OC)cc2[N+](=O)[O-])n[nH]c1=O,5.0,-9.8,-0.7,1.2,18.4,3.6,-5.0,0.0,4.9,2.9
CCOc1ccc(/C=N/n2c(SC)nnc(C(C)(C)C)c2=O)cc1,-0.4,5.9,-1.3,-1.1,23.5,7.4,-5.9,-0.1,-1.4,/
COC(=O)c1ccc(COc2ccccc2[N+](=O)[O-])o1,i,10.1,/,-1.8,5.1,-11.0,0.5,-0.2,4.6,-7.2
CC(C)(C)NC(=O)CN(C(=O)c1csnn1)c1ccccc1-c1ccccc1,-0.3,6.3,-2.2,3.0,26.1,9.8,-5.7,0.6,4.0,-9.3
COc1ccc(NS(=O)(=O)c2ccc(O)c([N+](=O)[O-])c2)cc1S(=O)(=O)N1CCCCC1,i,3.9,0.1,0.3,/,-3.0,5.0,-7.2,/,6.2
O=C(Nc1nonc1-c1ccc(Cl)cc1)c1ccccc1,i,-2.8,/,-1.8,6.7,-4.6,2.4,2.8,0.5,-4.1
CC(=O)C1=C(O)C(=O)N(CC(=O)O)C1c1ccccc1Cl (configuration not stated),i,19.8,-0.8,-4.8,25.2,-4.8,4.7,-1.4,-1.8,-21.0
COCCn1nnnc1CN1CCC(NC(=O)c2ccc(Br)cc2)CC1,-0.4,1.2,30.8,0.5,31.2,-3.1,1.1,1.7,-4.9,-13.8
O=C(c1cccc(Cl)c1Cl)N1CCN(c2ccccn2)CC1,i,16.7,/,0.4,13.2,8.6,-0.9,-0.3,-1.2,-3.4
Cc1cc(C)c(C(=O)N2CCCC(N3CCN(c4ccc(F)cc4)CC3)C2)o1 (configuration not stated),-0.3,-1.7,2.0,1.9,43.7,-14.6,3.1,-2.1,-4.2,12.5
CC(C)C1C(=O)N(Cc2cn(Cc3ccco3)nn2)CCS(=O)(=O)N1Cc1ccc(-c2ccc(F)nc2)cc1 (configuration not stated),1.1,6.2,2.0,/,/,/,-6.6,0.0,/,/
O=C(CNc1cc(S(=O)(=O)N2CCOCC2)ccc1N1CCCC1)N1CCc2ccccc21,0.1,-7.7,/,-0.9,6.9,6.4,5.2,0.8,3.0,2.2
CCN(C(=O)CSc1nc2c(cnn2-c2ccccc2)c(=O)[nH]1)C1CCS(=O)(=O)C1 (configuration not stated),-0.4,4.4,0.3,-0.7,-2.7,-17.8,1.8,1.5,3.8,-2.4
Cc1nc(N2CCC(C)CC2)c(C#N)c(C)c1[N+](=O)[O-],i,0.6,/,3.9,17.3,3.9,17.5,0.0,2.7,9.2
COc1ccccc1-c1cc(C(=O)N/N=C\c2cnn(C)c2C)c2ccccc2n1,-0.6,21.8,13.4,-0.9,7.3,-3.4,-8.6,1.3,-2.7,/
O=C1CC(c2cccc(Br)c2)c2cc3c(cc2N1)CCC3 (configuration not stated),i,6.2,1.5,-0.9,-4.3,-3.1,-8.5,-1.7,4.7,7.9
CCN(CC)c1ncnc2c1cnn2Cc1ccc(C)cc1,0.7,-4.0,2.8,1.1,10.4,-15.3,6.2,0.0,-3.5,-15.5
